HMGR II inh = E. faecalis class II HMG-CoA reductase inhibition | purified E. faecalis HMGR, NADPH absorbance 340 nm kinetic | actives 0.41% (n = 190,000) | inhibition, % at 10 µM;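 active = inhibition above a set limit, the median over all tested compounds plus 3 SD, cut at about 9.5% in these data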;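 note: enzyme runs in reverse so mevalonate oxidation gives rising NADPH absorbance; 0% = complete reaction with DMSO and 100% = background rate lacking mevalonate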
RAM inhibit = yeast RAM network inhibition; S. cerevisiae dse1pr::URA3 reporter, 5-FOA growth OD615, 2 d; analog-sensitive cbk1-as2 kinase mutant strain; inhibition, % at 50 µM; actives 1.8% (n = 190,000); AID 868;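 active = inhibition above a set limit, 3 SD over mean compound inhibition, cut at about 8.4% in these data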;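 note: 0% = DMSO-only wells with no growth and 100% = 10 µM 1-NA-PP1 full growth; inhibition rescues growth on 5-FOA so higher OD means more RAM inhibition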
TNAP inh noacc = inhibitors of human TNAP without phosphate acceptor; inhibition, % at 20 µM; purified TNAP, CDP-star luminescence, 30 min; AID 1012; actives 0.26% (n = 200,000);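 active = tissue-nonspecific alkaline phosphatase inhibition above about 50% at 20 µM in the single-dose screen, limit read from the data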;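 note: 0% = DMSO negative control and 100% = EDTA positive control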
Target sequence (P05186 whole entry, looked up): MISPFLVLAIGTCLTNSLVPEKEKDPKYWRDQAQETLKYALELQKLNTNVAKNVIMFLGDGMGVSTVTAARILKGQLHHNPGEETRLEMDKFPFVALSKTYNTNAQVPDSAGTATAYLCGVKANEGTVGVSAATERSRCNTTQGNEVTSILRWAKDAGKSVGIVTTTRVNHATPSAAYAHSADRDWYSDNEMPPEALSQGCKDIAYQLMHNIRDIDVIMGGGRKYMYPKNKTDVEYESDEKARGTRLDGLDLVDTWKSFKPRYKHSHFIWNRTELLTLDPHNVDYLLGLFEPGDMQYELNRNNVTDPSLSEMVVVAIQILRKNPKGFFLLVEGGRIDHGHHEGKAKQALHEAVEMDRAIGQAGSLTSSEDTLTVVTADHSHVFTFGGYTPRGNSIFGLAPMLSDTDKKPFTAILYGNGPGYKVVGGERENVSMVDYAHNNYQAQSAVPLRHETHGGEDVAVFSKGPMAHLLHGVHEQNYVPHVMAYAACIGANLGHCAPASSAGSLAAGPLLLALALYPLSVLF
S1P3 antagonist = antagonists of human S1P3 receptor | Q99500 | CHO S1P3 NFAT-BLA reporter, FRET fluorescence, antagonist mode | inhibition, % at 4.98 µM | actives 0.27% (n = 170,000) | AID 485;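 active = inhibition above the plate cutoff, the mean inhibition of test wells on that plate plus 3 SD, cut at about 28% in these data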;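 note: cells challenged with S1P at its EC80 of 0.8 µM; blue over green emission ratio from cleaved BLA substrate after 4 h stimulation; 0% = S1P-stimulated wells and 100% = unstimulated DMSO-only wells; some compounds past the cut are filed as inactive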
PMI act hi M6P = increases human PMI activity with near-saturating mannose 6-phosphate | P34949 | coupled PMI enzyme assay, resazurin fluorescence, 20 min; hits give high values; 1 = untreated enzyme, 0 = substrate-free blank | AID 1216 | activation factor at 20 µM | actives 0.34% (n = 190,000);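 active = activation factor of 2 or more at 20 µM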
Target sequence (P34949 whole entry, looked up): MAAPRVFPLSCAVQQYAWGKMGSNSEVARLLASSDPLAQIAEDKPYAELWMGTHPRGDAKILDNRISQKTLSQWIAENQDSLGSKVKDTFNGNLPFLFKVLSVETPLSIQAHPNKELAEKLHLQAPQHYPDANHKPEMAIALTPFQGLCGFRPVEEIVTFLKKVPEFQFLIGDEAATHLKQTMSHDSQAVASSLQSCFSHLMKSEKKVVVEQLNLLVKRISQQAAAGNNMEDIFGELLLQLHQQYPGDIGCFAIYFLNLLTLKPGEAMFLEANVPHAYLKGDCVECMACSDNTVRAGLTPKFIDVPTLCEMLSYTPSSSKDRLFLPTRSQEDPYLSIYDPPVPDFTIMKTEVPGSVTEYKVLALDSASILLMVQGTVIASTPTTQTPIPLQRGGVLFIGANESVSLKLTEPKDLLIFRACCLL
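test system = human PMI in coupled enzyme assay | medium = HEPES-buffered pH 7.4 with magnesium and detergent | also added = 1.0 mM mannose-6-phosphate substrate with 0.22 mM NADP+ | compound = 20 µM single dose | times = 20 min incubation at room temperature | measured by = resorufin fluorescence (Ex 544/Em 590 nm) from resazurin via diaphorase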
Redox H2O2 prof = compounds producing H2O2 with reducing agent – biochemical, NIH compound library profiling, artefact control for MLSCN library redox annotation, primary screen; DTT-dependent redox cycling H2O2, phenol red/HRP absorbance; 100% = 100 µM peroxide control, 0% = buffer; activation, % at 10 µM; actives 0.03% (n = 200,000);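 active = activation of at least 50% relative to the plate's high and low controls in the primary single-dose screen; inactive = activation below 50%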;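 note: compound incubated with DTT at 0.8 mM final as the reducing agent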
PMI activator = activators of human phosphomannose isomerase | P34949 | purified human PMI, coupled resazurin fluorescence, 20 min; hits give high values; 1 = vehicle control, 0 substrate-free wells | activation factor at 20 µM | actives 0.005% (n = 190,000);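 active = activation factor of 2 or more at 20 µM, relative to plate controls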
L major viab = inhibitors of Leishmania major promastigote growth; Leishmania major promastigotes, resazurin fluorescence viability; inhibition, % at 10 µM; actives 9% (n = 200,000); AID 1063; in the data active = inhibition above about 50%;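 note: promastigotes grown with compound for 44 hours at 28 °C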
TNAP inh hi DEA = blocks human TNAP under high phosphate acceptor concentration; actives 0.03% (n = 200,000); purified TNAP, CDP-star luminescence, 1 M DEA; inhibition, % at 20 µM; P05186;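 active = over 50% inhibition of tissue-nonspecific alkaline phosphatase at 20 µM in the single-dose screen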;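 note: plate controls were DMSO wells for no effect and EDTA-quenched wells as full inhibition for full effect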
Hsp70 activator = switches on Hsp70 transcription | HeLa Hsp70 promoter luciferase reporter, luminescence; scaled: vehicle 0, proteasome-inhibitor control 100% | activation, % at 10 µM | actives 0.04% (n = 200,000) | AID 1203;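 active = activation above the mean across all tested compounds plus 3 SD, cutoff set per campaign, cut at about 5.5% in these data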;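 note: 100% = MG132 at 30 µM as the positive control and 0% = DMSO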
* hit, by the source's call; / = not tested or not shown.

SMILES	HMGR II inh	RAM inhibit	TNAP inh noacc	S1P3 antagonist	PMI act hi M6P	Redox H2O2 prof	PMI activator	L major viab	TNAP inh hi DEA	Hsp70 activator
CCc1ccc2[nH]c(=O)c(CN(Cc3ccccc3)C(=O)Nc3ccccc3OC)cc2c1	-1	5.1	-4	/	0.9	0.9	0.9	64*	-2	0.1
COC(=O)N/N=C\c1c(C)nn(-c2ccccc2)c1Cl	-4	-0.1	11	8	1	0.3	1	12	-5	-0.2
COc1cccc(C(=O)Oc2cc(C)[nH]c(=O)c2[N+](=O)[O-])c1OC	-4	3.2	-6	8	1	0.3	1	-7	2	-0.1
CCC(=O)Nc1cc(-c2nn(C)c(=O)c3ccccc23)ccc1OC	-5	1.5	-4	-16	1	0.7	1	8	-7	-0.3
Cc1cccc(-n2c(SCCC(=O)O)nnc2-c2cccs2)c1C	-3	-0.5	-4	-20	1.1	-3.0	1	-5	-5	-0.3
O=C(O)Cn1cc(C(=O)c2ccco2)c2ccccc21	-3	-0.1	-9	/	1.1	-0.3	1	-5	-1	0.0
CC(=O)Nc1ccc(/C=C2/Sc3ccccc3C2=O)cc1	0	3.2	7	6	/	0.1	/	-3	7	-0.4
COc1ccc(-c2nc(CSCC(=O)NCCC3=CCCCC3)c(C)o2)cc1OC	-5	5.8	-24	/	1	0.5	1	10	-5	-0.2
Cc1cc(C)c2c(=O)[nH]n(C3CC(C)N(C)CC3C)c2n1 (centres undefined)	1	2.7	-10	-11	0.8	-1.3	0.9	-8	-5	-0.3
CC1CCCN(S(=O)(=O)c2ccc(N(C(=O)c3cnccn3)C(C(=O)NC3CCCCC3)c3cccs3)cc2)C1 (centres undefined)	-4	2.5	-11	-9	1	-0.6	1	69*	7	-0.1
CCOC(=O)C1C(=O)N(O)CC1c1cccc(Oc2ccccc2)c1 (centres undefined)	5	1.5	-16	1	1	-1.1	1	-9	-2	-0.3
CCOc1ccc(NC(=O)c2ccccc2OCC(=O)c2ccc(C)cc2)cc1	-6	2.3	-2	/	0.9	0.1	0.8	-3	5	-0.4
O=C(NCc1cccnc1)C(=O)NCC(c1ccco1)N1CCN(c2ccccc2F)CC1 (centres undefined)	6	1.2	-6	-4	0.9	0.1	0.8	56*	4	-0.5
COc1ccc(S(=O)(=O)Nc2ccc3c(c2)OCO3)cc1	0	1.2	-7	/	0.9	-2.8	0.9	-2	-4	-0.2
Cc1cc(NCC(C)C)n2ncnc2n1	-4	-0.9	2	/	1	0.8	1	2	2	-0.1
C(#Cc1ccccc1)C[N+]1(CC#Cc2cccc3ccccc23)CCCC1	-4	0.0	-6	-2	0.6	-0.2	0.9	100*	-4	-0.6
CC1(C)CC(=O)C2=C(C1)N(c1ccc(F)cc1)C(=O)CC2c1cccnc1 (centres undefined)	-4	1.7	-1	-36	1	-2.4	1	-7	-1	-0.2
NC(=O)N1CCc2ccccc21	1	0.6	-12	-2	1	0.1	1.1	-6	-6	-0.3
CC1(C(=O)NCCCNc2ncc(C(F)(F)F)cc2Cl)C=CCN1C(=O)c1ccccc1 (centres undefined)	2	2.2	-1	-11	1.1	0.5	1.2	4	-3	-0.3
Cc1ccc(NC(=O)C2C3CC4OC(=O)C2C4C3)cc1Cl (centres undefined)	2	2.5	-8	-12	0.9	0.3	0.9	-2	0	-0.5
CC(C)Oc1cc(NC(=O)CS(=O)CC(=O)N(C)C)c(Cl)cc1Cl (centres undefined)	1	-0.9	-8	-1	0.9	-0.7	0.9	5	19	-0.2
CC1CN(C(=O)c2ccccc2)C(=Nc2cccc(S(=O)(=O)N(C)C)c2)S1 (centres undefined)	-10	-2.4	-21	-20	1	0.3	1	83*	-2	-0.4
O=C(C1CCN(c2nnc(-n3cccc3)s2)CC1)N1CCOCC1	-2	1.7	-16	5	1	-0.2	0.9	-5	-7	0.6
CC1Cc2ccccc2N1c1ncnc2nc[nH]c12 (centres undefined)	-7	0.9	-61	-14	0.9	-0.5	1	-2	-2	-0.1
O=C(CN1CCN(Cc2ccccc2)CC1)c1ccc(Br)cc1	4	0.3	-1	-12	2.4*	1.6	1.5	82*	-2	-0.3
O=C(/C=C/c1cccs1)Nc1ccc(N2CCOCC2)c(S(=O)(=O)Nc2cc(Cl)ccc2Cl)c1	-4	4.5	-4	-8	1.1	0.1	1	11	1	0.0
O=C(CSc1ccc(-c2cccnc2)nn1)c1ccc([N+](=O)[O-])cc1	-3	2.5	-8	-8	1.7	-0.4	1.4	6	-2	-0.3
CCn1c(SCc2nc3sc(C(=O)O)c(C)c3c(=O)[nH]2)nc2ccccc21	-7	0.5	5	/	1.9	0.1	1.5	-7	-4	0.0
CCOc1ncccc1C(=O)Nc1ccc2c(c1)OCO2	-5	2.7	-8	-10	1	0.5	1	-2	-6	0.0
CCOC(=O)c1c(C)[nH]c(C)c1C(=O)CSc1nc2ccccc2n1CCOC	0	1.2	-10	-15	1	-0.4	0.9	-1	-4	-0.5
CC(=O)c1ccc(Sc2ccc(C(C)=O)cc2)cc1	0	2.5	-18	5	1	-0.2	0.9	1	-3	0.1
COc1cc(C2C(C#N)=C(N)N(Nc3ccccc3)C3=C2C(=O)CC(C)(C)C3)ccc1OCc1ccccc1 (centres undefined)	2	4.8	-7	/	0.8	-4.5	0.9	100*	-8	-0.3
CCc1ccc2[nH]c(=O)c(CN(Cc3ccccc3OC)C(=O)Nc3ccccc3OC)cc2c1	-2	3.4	-7	/	0.7	0.3	0.9	16	-6	0.0
CCOc1[nH]n(-c2ccc(Cl)cc2)c(=O)c1C=Nc1ccc(OC)cc1	-2	4.0	-14	/	0.8	2.6	0.8	-5	-3	-0.1
COCCN(Cc1cc2ccc(C)cc2n2nnnc12)Cc1nnnn1C(C)(C)C	-4	-0.2	1	/	1	0.4	1	1	-1	-0.1
O=C(Nc1nc(-c2ccc(F)cc2)cs1)c1ccc(N2C(=O)CCC2=O)cc1	1	5.2	-10	-4	1	0.7	1	-9	-4	-0.3
CN(C(=S)Oc1ccc(C(=O)Nc2ccccc2)cc1)c1ccccc1	-2	4.7	-5	4	0.9	0.6	0.8	10	3	-0.2
O=C(Cc1ccsc1-c1ccccc1)NO	-1	0.3	-3	-10	1	0.1	0.9	-9	-2	0.2
NNC(=O)c1cccc(COc2ccc(Br)cc2)c1	2	0.0	0	-12	1	0.0	1	-1	4	-0.6
COc1ccc(NC(=O)C2CCN(C(=O)c3ccc(OC)cc3)CC2)cc1	1	0.7	-1	/	1	-0.4	1	-2	-1	-0.2
CC(C)CC(NC(=O)OC(C)(C)C)C(=O)NC(C(=O)NC(C)C(N)=O)C(C)C (centres undefined)	0	-0.5	-11	-28	0.9	4.1	0.9	-1	-2	-0.5
CCN(CC(=O)Nc1cccc(OC)c1)C(=O)c1ccc(C)s1	-5	-0.3	-13	/	1.1	-1.3	1.1	9	-8	0.4
Cc1ccc(/C=N/NC(=O)C(C)Oc2ccccc2[N+](=O)[O-])s1 (centres undefined)	-3	1.7	2	-1	1	-0.1	1.1	-4	-4	-0.2
COc1ccc(OCc2nnc(SCC(=O)O)n2N)cc1	1	0.9	-2	/	1	-0.3	1	-1	-2	-0.4
O=C(Nc1cccc(-c2nc3ncccc3o2)c1)c1cc2ccccc2o1	-3	5.1	-5	1	0.9	-0.4	0.9	6	0	-0.1
O=C(NCc1cccnc1)c1ccc(=O)oc1	-1	2.6	-8	/	1	0.1	1	-11	3	-0.1
Cc1nn(Cc2cccc(C(=O)Nc3ccn(Cc4ccccc4)n3)c2)c(C)c1[N+](=O)[O-]	0	6.7	-13	/	0.9	-0.5	0.9	0	-6	0.0
CCn1c(SCC(=O)NCc2ccccc2)nc2c(c1=O)SC(C)C2 (centres undefined)	-1	-1.3	-11	/	1	-0.7	1	-1	-3	-0.2
O=C(NCc1ccc(Cl)cc1)c1ccc(-n2cccn2)nc1	3	2.4	1	7	0.9	-0.3	1	-6	1	0.0
Cn1c(=O)c2c(nc(SCCN3CCCCC3)n2Cc2ccccc2)n(C)c1=O	0	0.9	-11	-7	1	-0.3	1	90*	-5	-0.3
O=C(O)c1csc(-c2cccs2)n1	-6	-1.0	-12	-17	1.1	0.0	1.1	14	-4	-0.2
CSc1nc2ccc(S(N)(=O)=O)cc2s1	-2	0.4	-5	-24	0.9	-0.6	1	-2	-5	-0.2
CCCNC(=S)N1CCC(c2nc3cc(C)c(C)cc3[nH]2)CC1	-2	2.6	-8	/	1	2.0	1	2	-3	0.0
Cc1[nH]c2ccccc2c1/C=C(\C#N)C(=O)NCc1ccccc1	-6	6.5	-23	18	0.9	0.0	0.9	-10	0	0.0
CCC(=O)NC(=S)Nc1cccc(NC(=O)CC)c1	2	3.8	-5	/	0.9	0.2	0.9	-8	0	-0.2
CCOCCCNC(=O)c1ccc(CS(=O)(=O)Cc2cccc(C)c2)o1	-2	-0.1	-6	-6	1	-0.6	1	1	-4	-0.4
N=c1c(C(=O)NC2CCCC2)cc2c(=O)n3ccccc3nc2n1CCN1CCOCC1	-10	-0.1	-11	/	0.8	-0.7	0.8	22	-4	-0.2
O=C(O)C1C2C=CC(O2)C1C(=O)NCCC1=CCCCC1 (centres undefined)	-1	0.3	-6	3	0.9	-0.5	1	-7	0	0.0
O=C(NNS(=O)(=O)c1ccc(F)cc1)C1CCN(Cc2cccc(F)c2)CC1	3	0.5	-1	-8	1	-1.2	1	86*	-1	0.6
CC1=NN(C(=O)CCc2ccccc2)C(c2ccccc2)C1 (centres undefined)	0	0.0	-10	4	0.8	-0.4	0.9	5	-5	-0.1

(cont.)
SMILES	HMGR II inh	RAM inhibit	TNAP inh noacc	S1P3 antagonist	PMI act hi M6P	Redox H2O2 prof	PMI activator	L major viab	TNAP inh hi DEA	Hsp70 activator
Cc1ccc(OCC(=O)Nc2nnn(C)n2)c(C)c1	-4	-0.1	-11	-10	1	3.4	1	-3	-6	-0.1
O=C(NCc1ccccn1)c1cn(-c2ccccc2)nc1-c1ccc(Cl)cc1	-3	-0.6	-4	-9	0.9	-0.1	0.8	7	-1	-0.3
CCOC(=O)C(CC)Sc1nc(-c2ccc(OC)cc2)nc2c1c(=O)n(C)c(=O)n2C (centres undefined)	/	/	/	2	/	-0.8	/	-4	/	1.0
C=CCn1c(SCc2c(F)cccc2Cl)nnc1-c1ccco1	-3	1.6	-7	12	0.9	2.5	1.1	3	-3	-0.4
CC1CCN(C(=O)CN(c2cccc(F)c2)S(C)(=O)=O)CC1	-5	2.2	-5	-2	1	-0.2	0.9	-9	-4	-0.1

Single values from the list:
COc1ccc(S(=O)(=O)Nc2ccc3c(c2)OCO3)cc1 | TNAP inh hi DEA = -4
CCOC(=O)C(CC)Sc1nc(-c2ccc(OC)cc2)nc2c1c(=O)n(C)c(=O)n2C (centres undefined) | Redox H2O2 prof = -0.8
